Screening results: PubChem BioAssay, Dana-Farber Cancer Institute and Novartis Institutes for BioMedical Research (Cambridge, Mass)
USP30 inh: blocks human USP30 ubiquitin-rhodamine cleavage | Q70CQ3 | purified USP30, Ub-rhodamine cleavage fluorescence | inhibition, % at 25 µM | hit rate 5.3% among 47,000
Target sequence (Q70CQ3 whole entry, looked up): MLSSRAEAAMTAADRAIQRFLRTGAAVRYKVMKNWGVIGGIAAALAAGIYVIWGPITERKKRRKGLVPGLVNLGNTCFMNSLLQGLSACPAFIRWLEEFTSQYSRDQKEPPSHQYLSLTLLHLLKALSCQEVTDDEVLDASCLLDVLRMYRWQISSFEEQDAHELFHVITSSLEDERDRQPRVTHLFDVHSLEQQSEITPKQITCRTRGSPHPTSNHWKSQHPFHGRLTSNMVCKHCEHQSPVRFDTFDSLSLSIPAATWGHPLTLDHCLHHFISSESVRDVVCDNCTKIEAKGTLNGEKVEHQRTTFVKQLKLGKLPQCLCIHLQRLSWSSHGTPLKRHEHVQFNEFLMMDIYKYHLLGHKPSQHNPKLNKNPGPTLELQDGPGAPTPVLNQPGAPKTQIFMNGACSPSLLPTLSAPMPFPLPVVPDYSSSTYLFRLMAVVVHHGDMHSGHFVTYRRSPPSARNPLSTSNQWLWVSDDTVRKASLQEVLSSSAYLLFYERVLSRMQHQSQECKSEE
USP8 inh: blocks human USP8 ubiquitin-rhodamine cleavage; hit rate 4.2% among 47,000; AID 1645853; inhibition, % at 20 µM; purified USP8, Ub-rhodamine cleavage fluorescence, 30 min; P40818
USP10 block: inhibitors of human USP10 deubiquitinase; AID 1645856; purified USP10, Ub-rhodamine fluorescence, 60 min; inhibition, % at 20 µM; hit rate 1.1% among 47,000
UCHL1 inh: blocks human UCHL1 ubiquitin-rhodamine cleavage; P09936; purified UCHL1, Ub-rhodamine cleavage fluorescence; inhibition, % at 20 µM; hit rate 0.2% among 47,000; AID 1645859
USP17 block: blocks human USP17 ubiquitin-rhodamine cleavage | hit rate 6.5% among 47,000 | A8MUK1 | inhibition, % at 50 µM | purified USP17, Ub-rhodamine cleavage fluorescence, 3 h
Target sequence (A8MUK1 whole entry, looked up): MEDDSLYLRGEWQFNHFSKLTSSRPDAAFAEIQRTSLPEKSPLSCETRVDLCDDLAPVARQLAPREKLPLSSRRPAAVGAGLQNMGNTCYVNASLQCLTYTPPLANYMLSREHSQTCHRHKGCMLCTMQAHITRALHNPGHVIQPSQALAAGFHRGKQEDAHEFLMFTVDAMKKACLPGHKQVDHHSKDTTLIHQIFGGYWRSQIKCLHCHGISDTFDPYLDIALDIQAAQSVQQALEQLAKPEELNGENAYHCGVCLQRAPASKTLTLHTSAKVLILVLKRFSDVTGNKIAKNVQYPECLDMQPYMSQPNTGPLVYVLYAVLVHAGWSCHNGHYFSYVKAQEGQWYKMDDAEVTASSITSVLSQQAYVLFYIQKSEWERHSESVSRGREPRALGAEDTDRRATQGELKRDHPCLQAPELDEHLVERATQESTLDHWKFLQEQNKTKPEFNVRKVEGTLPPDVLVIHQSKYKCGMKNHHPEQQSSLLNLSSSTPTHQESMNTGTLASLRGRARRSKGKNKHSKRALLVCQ
USP7 inh: inhibitors of human USP7 deubiquitinase; Q93009; purified USP7, Ub-rhodamine cleavage fluorescence; inhibition, % at 20 µM; hit rate 0.3% among 47,000; AID 1645854
OTUD3 inh: blocks human OTUD3 ubiquitin-rhodamine cleavage. Q5T2D3. purified OTUD3, Ub-rhodamine fluorescence, 2 h. inhibition, % at 25 µM. hit rate 0.7% among 47,000
USP28 block: inhibitors of human USP28 deubiquitinase. Q96RU2. hit rate 3% among 47,000. AID 1645857. purified USP28, Ub-rhodamine cleavage fluorescence, 30 min. inhibition, % at 25 µM
Starred values were filed as active, the others as inactive; i = inactive; nt = no result given. Rule as the data show it: active = inhibition above about 30%; inactive = the rest.

Abbreviations – A = USP30 inh; B = USP8 inh; C = USP10 block; D = UCHL1 inh; E = USP17 block; F = USP7 inh; G = OTUD3 inh; H = USP28 block
CCN(CC)CCCNc1ncnc2c1sc1nc(N3CCOCC3)c3c(c12)CCC3
  A: 2 | B: 3 | C: 0 | D: -2 | E: 2 | F: 2 | G: -5 | H: -6

O=C(COc1ccc(F)cc1)Nc1ccc2c(c1)CCC(=O)N2Cc1ccccc1
  A: 12 | B: 1 | C: 6 | D: 3 | E: nt | F: 7 | G: 2 | H: 10

Cc1nc(C2(NC(=O)Nc3ccc(F)cc3)CCCC2)no1
  A: -3 | B: 1 | C: 0 | D: 1 | E: 2 | F: -5 | G: 4 | H: 0

Cc1oc(CNC(=O)Cc2ccc(Cl)cc2)nc1C(=O)N1CCCC1
  A: -21 | B: -141 | C: -1 | D: -1 | E: -26 | F: -4 | G: -6 | H: -7

Cc1ccc2cc3c(nc2c1)N(C(=O)c1ccccc1)CC3
  A: -15 | B: 0 | C: -3 | D: -1 | E: -5 | F: -5 | G: -1 | H: 1

Cc1cc(C)n(-c2ccc(C(=O)Nc3cccc(Cl)c3C)nn2)n1
  A: 1 | B: -11 | C: -9 | D: -1 | E: 16 | F: -1 | G: -2 | H: -8

CCCC(=O)Nc1ccc2c(c1)nc(CCN1CCN(c3ccccn3)CC1)n2C
  A: -24 | B: -2 | C: -3 | D: -1 | E: -1 | F: -2 | G: -18 | H: -11

COc1ccc(C2CCCN2C(=O)c2cnn3cc(C)cnc23)c(OC)c1 (stereo unspecified)
  A: -2 | B: 3 | C: 0 | D: -1 | E: -1 | F: -1 | G: 0 | H: -5

CN1CCCc2cc(C(CNC(=O)Cc3cccs3)N3CCCC3)ccc21 (stereo unspecified)
  A: i | B: -43 | C: -6 | D: -15 | E: -117 | F: -16 | G: -147 | H: -164

Cn1c(=O)c2c(SCC(=O)N3CCCC3)nc(-c3ccccc3Cl)nc2n(C)c1=O
  A: 9 | B: -3 | C: 0 | D: 3 | E: 9 | F: 0 | G: 3 | H: 4

CCCn1nc(-n2cnnc2)c(NC(=O)c2cccc(F)c2)c1C
  A: 6 | B: 0 | C: 2 | D: -3 | E: -1 | F: 0 | G: 1 | H: -4

COCCNC(=O)Cn1c(=O)n(Cc2ccc(C(=O)NCc3ccc(C)cc3)cc2)c(=O)c2ccccc21
  A: 90* | B: 19 | C: 27 | D: 6 | E: 77* | F: -14 | G: 47* | H: 84*

N#Cc1cnn(-c2ccccc2)c1NC(=O)CN1CCN(c2ccccc2)CC1
  A: 4 | B: -7 | C: -1 | D: -1 | E: -1 | F: 2 | G: 3 | H: 2

CC(=O)N1CCCc2cc(S(=O)(=O)N(C)Cc3ccccc3)ccc21
  A: 1 | B: 1 | C: 0 | D: 0 | E: -6 | F: 0 | G: 0 | H: -9

CC(C)N(C)C1CCN(S(=O)(=O)c2ccc3c(c2)NC(=O)CCS3)CC1
  A: 7 | B: 14 | C: 2 | D: 1 | E: 2 | F: 6 | G: 5 | H: 3

Profiles, looked up by structure:
N#Cc1cnn(-c2ccccc2)c1NC(=O)CN1CCN(c2ccccc2)CC1 as listed: USP30 inh: 4; USP8 inh: -7; USP10 block: -1; UCHL1 inh: -1; USP17 block: -1; USP7 inh: 2; OTUD3 inh: 3; USP28 block: 2
CCCn1nc(-n2cnnc2)c(NC(=O)c2cccc(F)c2)c1C as listed: USP30 inh: 6; USP8 inh: 0; USP10 block: 2; UCHL1 inh: -3; USP17 block: -1; USP7 inh: 0; OTUD3 inh: 1; USP28 block: -4

Additional results:
Abbreviations – A = USP30 inh; B = USP8 inh; C = USP10 block; D = UCHL1 inh; E = USP17 block; F = USP7 inh; G = OTUD3 inh; H = USP28 block
Cc1ccc(NS(=O)(=O)c2cc3n(c2)CCN(C)C3=O)cc1
  A: -4 | B: 5 | C: 1 | D: 0 | E: -2 | F: 1 | G: -2 | H: -6

O=C(NCc1ccncc1)c1nc(Cc2c[nH]c3ccccc23)no1
  A: -5 | B: -9 | C: -4 | D: 0 | E: 0 | F: -7 | G: -11 | H: 3

CS(=O)(=O)N(Cc1ccccc1Br)c1ccc2c3c(cccc13)CC2
  A: 23 | B: 17 | C: 3 | D: 5 | E: 11 | F: 9 | G: 15 | H: 6

Cn1c(=O)c(C2CCCCC2O)nc2c(OCc3ccccc3)nc(N)nc21 (stereo unspecified)
  A: -46 | B: 9 | C: -4 | D: 1 | E: 42* | F: 5 | G: 5 | H: -10

Cc1cccc(NC(=O)CCc2c(C)nc3c(c2C)c(=O)n(C)c(=O)n3C)c1
  A: 18 | B: -5 | C: 19 | D: -1 | E: 11 | F: 2 | G: 9 | H: 4

Cc1ccc(CCNC(=O)CSc2nnc(-c3ccncc3)o2)cc1
  A: 26 | B: 17 | C: -1 | D: 3 | E: 12 | F: 2 | G: 14 | H: 15

CCOC(=O)Cn1c(=O)c(C(=O)NC(=O)OCC)cn(Cc2cccs2)c1=O
  A: 31* | B: 0 | C: 5 | D: -1 | E: 22 | F: -2 | G: 3 | H: 1

CCC(=O)N1c2ccccc2NC2=C(C(=O)CC(c3ccc(N(CC)CC)cc3)C2)C1c1ccco1 (stereo unspecified)
  A: -96 | B: -20 | C: -3 | D: 1 | E: 19 | F: 3 | G: -12 | H: -7

O=c1[nH]c(SCc2nc3ccccc3c(=O)n2-c2ccc(Cl)c(Cl)c2)nc2ccccc12
  A: -110 | B: -16 | C: -2 | D: 6 | E: -7 | F: 5 | G: -55 | H: -92

Cc1ccc(Cl)cc1NC(=O)c1cccc(-n2cnnn2)c1
  A: 8 | B: -1 | C: 0 | D: -3 | E: -2 | F: 0 | G: -4 | H: -13

CCn1nccc1C1CCCN1C(=O)Nc1ccc(Cl)cc1 (stereo unspecified)
  A: -2 | B: 2 | C: 0 | D: -1 | E: 2 | F: 0 | G: 1 | H: -1

Cn1cc(C(=O)Nc2ccc(F)cc2)c(S(=O)(=O)N2CCCCC2)n1
  A: 5 | B: -5 | C: -1 | D: 4 | E: -6 | F: -5 | G: -1 | H: 7

COc1ccc(N(CC(=O)Nc2cc(Cl)ccc2OC)S(=O)(=O)c2c(C)nn(C)c2C)cc1
  A: -11 | B: -4 | C: 5 | D: 9 | E: -5 | F: 5 | G: 0 | H: -6

O=C([C@@H]1CCCO1)N1CCn2c(Cn3cccn3)cnc2C1
  A: 0 | B: -48 | C: 2 | D: -1 | E: -10 | F: 1 | G: -6 | H: -17

O=C(c1ccc(OCC2CCN(C(=O)c3cccc(F)c3)CC2)cc1)N1CCOCC1
  A: 1 | B: -2 | C: 0 | D: 0 | E: 0 | F: -2 | G: 4 | H: 0

Brought forward from above: three compounds; new compounds follow.
Abbreviations – A = USP30 inh; B = USP8 inh; C = USP10 block; D = UCHL1 inh; E = USP17 block; F = USP7 inh; G = OTUD3 inh; H = USP28 block
COc1ccc(N(CC(=O)Nc2cc(Cl)ccc2OC)S(=O)(=O)c2c(C)nn(C)c2C)cc1
  A: -11 | B: -4 | C: 5 | D: 9 | E: -5 | F: 5 | G: 0 | H: -6

O=C([C@@H]1CCCO1)N1CCn2c(Cn3cccn3)cnc2C1
  A: 0 | B: -48 | C: 2 | D: -1 | E: -10 | F: 1 | G: -6 | H: -17

O=C(c1ccc(OCC2CCN(C(=O)c3cccc(F)c3)CC2)cc1)N1CCOCC1
  A: 1 | B: -2 | C: 0 | D: 0 | E: 0 | F: -2 | G: 4 | H: 0

COc1ccc(C2CC(=O)N(c3cccc(F)c3)C(=O)C2)cc1OC
  A: -21 | B: 1 | C: 0 | D: -3 | E: -8 | F: -2 | G: -5 | H: 0

Cc1ccc(C(=O)Nc2ccc(OC(F)(F)F)cc2)c(=O)[nH]1
  A: -31 | B: -3 | C: -5 | D: -4 | E: 25 | F: -4 | G: -9 | H: -13

CC1CN(C=O)c2ccccc2N(Cc2ccccc2)C1=O (stereo unspecified)
  A: 29 | B: 3 | C: 2 | D: 3 | E: 13 | F: 5 | G: 13 | H: 17

CC(C)(C)C1CCC2(CC1)N=C(N)Nc1nc3cc4c(cc3n12)OCCCO4 (stereo unspecified)
  A: 15 | B: 18 | C: 4 | D: 1 | E: 1 | F: 6 | G: 0 | H: 6

CCCc1nc2cccnc2n1C1CCN(S(=O)(=O)c2ccc3c(c2)CC(=O)N3C)C1 (stereo unspecified)
  A: -8 | B: 3 | C: -5 | D: -4 | E: 5 | F: -5 | G: -13 | H: -8

CSc1ccc(CNC(=O)CC2CCN(S(=O)(=O)c3ccc(C)cc3)CC2)cc1
  A: 50* | B: 22 | C: 5 | D: 0 | E: 21 | F: 3 | G: 6 | H: 30*

COc1ccc(Cn2c(CO)cnc2SCC(=O)Nc2cccc(Cl)c2)cc1
  A: 18 | B: 2 | C: 1 | D: 6 | E: 0 | F: -30 | G: 7 | H: 6

Cc1cccc(S(=O)(=O)Nc2cc(N3CCCS3(=O)=O)ccc2C)c1
  A: -13 | B: -5 | C: 2 | D: -1 | E: 0 | F: 1 | G: -10 | H: -11

COc1ccccc1NS(=O)(=O)c1ccc2oc(SCc3cn4c(C)cc(C)nc4n3)nc2c1
  A: 31* | B: -65 | C: -2 | D: 1 | E: nt | F: 4 | G: 4 | H: 9

COc1ccc(NC(=O)c2nnc(C(=O)NCc3ccccc3F)s2)cc1
  A: -2 | B: -14 | C: 29 | D: 3 | E: 5 | F: 12 | G: -1 | H: 0

Clc1ccccc1SCc1nc2ccccc2[nH]1
  A: 16 | B: 15 | C: 0 | D: 0 | E: 7 | F: 0 | G: 7 | H: 14

COc1cccc(C2OC[C@@H]3COc4ccc5ccccc5c4[C@@H]3N2C)c1 (stereo partly specified)
  A: 2 | B: 20 | C: 3 | D: 5 | E: 9 | F: 12 | G: 3 | H: 7

COc1ccc(NC(=O)CCNS(=O)(=O)c2ccc3c(c2)CCC(=O)N3)cc1OC
  A: 13 | B: -1 | C: 0 | D: -3 | E: 0 | F: -1 | G: 0 | H: -3

CS(=O)(=O)N1CC=C[C@@H]1C(=O)NCc1ccc(F)cc1
  A: -13 | B: -2 | C: -2 | D: -1 | E: 4 | F: -3 | G: -7 | H: -3

Cc1ccc(NC(=O)c2cnc(N3CCCC3)nc2C)c(C)c1
  A: 0 | B: -2 | C: 4 | D: 1 | E: -1 | F: 0 | G: -4 | H: -9

Cc1cccnc1Nc1ccc(C2CCN(Cc3ccc4c(c3)n(C)c(=O)n4C)CC2)nc1
  A: -3 | B: -20 | C: -7 | D: -4 | E: -28 | F: -5 | G: -15 | H: -14

Cc1cccc(NC(=O)Cn2cnc3c(c(C)c(C)n3-c3ccccc3)c2=O)c1
  A: 0 | B: 0 | C: -1 | D: 1 | E: 23 | F: 0 | G: 0 | H: 6

O=C(c1cccnn1)N1CCCC(c2cncc(Oc3ccccc3)n2)C1 (stereo unspecified)
  A: 15 | B: 8 | C: -2 | D: 0 | E: 2 | F: -1 | G: 10 | H: 6

CC(C)c1ncc(CN2CCc3nc(-c4ccccn4)[nH]c(=O)c3C2)cn1
  A: -42 | B: -238 | C: -4 | D: -1 | E: -69 | F: 0 | G: 2 | H: -21

Cc1nc(C2CCCN2Cc2ccc(C)s2)n[nH]1 (stereo unspecified)
  A: -51 | B: -11 | C: -7 | D: -4 | E: 20 | F: -10 | G: -11 | H: -17

CNc1nc2c(c(=O)n1C)CN(S(=O)(=O)c1ccc(C)cc1)CC2
  A: 0 | B: 0 | C: -2 | D: -7 | E: -26 | F: -4 | G: 0 | H: -12

Cc1nccc(C(=O)N2CC[C@H]3NC(=O)c4ccccc4OCC/C=C/C[C@H]3C2)n1
  A: -18 | B: -1 | C: -3 | D: 0 | E: 0 | F: 2 | G: 0 | H: -8

Cn1cc(S(=O)(=O)N2CCCC2)cc1C(=O)NCc1ccc2c(c1)OCO2
  A: 12 | B: 2 | C: 1 | D: 0 | E: 4 | F: 1 | G: 6 | H: 9

Cn1c(NC(=O)c2ccco2)c(-c2ccc(Cl)cc2)c(=O)c2ccccc21
  A: -44 | B: 0 | C: -1 | D: -2 | E: -9 | F: -2 | G: -3 | H: -8

CC(C)c1ccccc1Oc1coc2cc(O)ccc2c1=O
  A: -8 | B: -8 | C: -6 | D: -145 | E: 3 | F: -148 | G: -6 | H: 0

c1ccc(Oc2cccc(CNC3CCCC3)c2)cc1
  A: 16 | B: 15 | C: 1 | D: 0 | E: 4 | F: -3 | G: 11 | H: 12

Cc1cccc(CN2[C@H](c3ccccc3F)C[C@H]3NC(=O)CCCC[C@@H]32)n1
  A: -23 | B: -17 | C: -5 | D: -2 | E: -12 | F: -2 | G: -7 | H: -20

O=C(Nc1ccc2c(c1)OCCO2)c1cc([N+](=O)[O-])ccc1N1CCCCC1
  A: 25 | B: -19 | C: 0 | D: 1 | E: nt | F: 3 | G: 14 | H: 8

O=C(NC1CCCCC1)c1c(-c2ccccc2)c2c3n(c(-c4ccc(F)cc4)cn13)CCCC2
  A: -176 | B: -44 | C: 0 | D: -4 | E: -49 | F: -22 | G: -43 | H: -51
